KDM5B inh = KDM5B demethylase inhibition | Q9UGL1 | KDM5B demethylase, FDH-coupled NADH fluorescence (FDH is formaldehyde dehydrogenase) | Potency, µM (series often up to 57.7 µM), for the others: top-dose activity change, negative = inhibition, most hits filed as inhibitors | hit rate 2.6% among 220,000 | AID 1347165; active means well fitted inhibition curve with a large enough effect; inconclusive means small, poorly fitted or top-dose-only effect; inactive means no such curve, though single readings can be large or run the other way; further: 0% is about no effect; nearly all actives have a fitted effect of over 70% in size
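Compound dilutions met 200 nM (final) KDM5BΔAP for 10 min at room temperature before substrate addition. The substrate mix held 12.5 µM H3K4me3 with cofactors 25 µM α-ketoglutarate and 50 µM Fe²⁺. NADH signal gain over 30 min defined activity.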
An asterisk follows results filed as active; i = inactive; ? = inconclusive; [ ] = dose if it differs, or a comment. Potency means the concentration at half of the fitted maximal effect. These rows are one share of the data; count on the stated rates, not on these rows.

SMILES | KDM5B inh
CCOc1ccc(N(Cc2ccccc2)C(=O)c2nc(SC)ncc2Cl)cc1 | -29%
COc1ccc(/C=C/C(=O)O)cc1S(=O)(=O)N1CCC(C)CC1 | 22%
N#CCN(C(=O)c1cc2ccccc2s1)C1CC1 | 45%[activator]
CN(C)c1ccc(CN2CC[C@H](c3nc4ncccc4[nH]3)C2)cc1 | 18%[86.2 µM]
CCn1ccc(C(=O)N2CCC3(CCC3NC(=O)COC)CC2)n1 (stereo not given) | -13%
CC(C(=O)NCCc1cccnc1)C1CCOCC1 (stereo not given) | -26%
O=C(Nc1ccc(C(F)(F)F)cc1)c1ccc2ncsc2c1 | ?
COC(=O)c1ccccc1NC(=O)NC(=O)C(F)(F)F | ?
O=C1NCCCCCCN(C(=O)CCc2ccccc2)[C@H]2C[C@H](c3nc(-c4cnccn4)no3)C[C@@H]12 | -20%
COc1ccc(CNc2nc(-c3ccccc3)nn2C(=O)c2ccc(C)cc2)cc1 | ?
CC1(C)[C@H](Cc2cc(CCO)on2)C[C@@H]1NCc1ccco1 | 5%[86.2 µM]
Cc1cc(C)cc(NC(=O)c2ccc3c(O)c(S(=O)(=O)c4ccccc4)c(=O)[nH]c3c2)c1 | 5%
COc1ccc(C(=O)N2CCOCC3(CN(Cc4ccc(F)c(Cl)c4)C3)C2)cc1OC | 4%
Cc1cccc(-c2ccc(C=O)cc2)c1 | 45µM*
Cc1cccnc1CN(C)C(=O)C1CCC(=O)N(CCc2cccc(F)c2)C1 (stereo not given) | -10%
COc1ccccc1NC(=O)c1c(NCc2ccc(OC)c(OC)c2OC)sc2c1CCCC2 | ?
Cc1ccc(C)c(NC(=O)c2ccc3c(O)c(S(=O)(=O)c4ccc(Cl)cc4)c(=O)[nH]c3c2)c1 | -1%
Cc1ccc(-c2csc3ncnc(Sc4nnc(C5CC5)o4)c23)cc1 | -10%
O=C1CCC(CCC(=O)N2CCN(c3ccccc3F)CC2)(Cc2ccc3ccccc3c2)N1 (stereo not given) | 2%
COCCNC(=O)c1cc(-c2cnn(Cc3ccccc3)c2)cc2ncn(C)c12 | 35µM*
COc1c(F)cc([C@@H]2C[C@H](NC(C)=O)C[C@H](C(C)C)O2)cc1Cl | 37%
O=C(NCc1ccccc1)N1CCOCC1 | 37%[activator]
CC(C)Cn1cc(NC(=O)NCc2ccc(Cl)cc2)c2ccccc2c1=O | ?
CN(Cc1cccc(C(F)(F)F)c1)Cc1cccn1C | 0%[86.2 µM]
O=C(Nc1cccc(C(F)(F)F)c1)N[C@H]1CO[C@H]2[C@@H]1OC[C@@H]2n1nnnc1Oc1ccc(-n2ccnc2)cc1 | 8%
COc1ccc(C(=O)N2CCC(Cc3nc(C(C)C)no3)CC2)cc1OC | -17%
Cc1ccc(C)c(N2CCN(c3nccn4nc(-c5ccc(Br)cc5)cc34)CC2)c1 | ?
O=C1CC2(CCN(Cc3ccccc3)CC2)Oc2cc(Cl)ccc21 | -20%
CCn1nccc1C(=O)N1C[C@@H](Oc2ccccc2)C[C@@H]1C(=O)N1CCOCC1 | 35%
COc1ccc(C(=O)Nc2ccc(S(=O)(=O)N3CCOCC3)cc2)cc1 | 30%
Cc1c(CCO)c(=O)[nH]n1S(=O)(=O)c1ccc(F)cc1 | 3%
Cc1oc(-c2ccccc2)nc1CNC(=O)c1ccccc1 | 11%
CCOc1ccccc1NC(=O)NCc1nc(-c2ccccc2)oc1C | 12%
C[C@@H](N)C(=O)N1CCC2(CC1)Nc1ccccc1NC2=O | -25%
COc1cc(OC)c(NC(=O)C(C)n2nc(-c3ccccc3)c3c(c2=O)CCCC3)cc1Cl (stereo not given) | 0%
O=C(Cc1cccs1)NC1CC(c2cc(N3CCC(O)C3)ncn2)C1 (stereo not given) | -3%
CCNC(=O)N1C[C@@H](F)[C@@H](OCc2nc3ccc(C)cc3[nH]2)C1 | 15%[86.2 µM]
NS(=O)(=O)c1ccc(CCNCC2(O)CNCCOC2)cc1 (stereo not given) | 11%
Cc1cc(NCc2ccccn2)n2nc(C)c(-c3ccccc3Cl)c2n1 | ?
C[C@@H](NC(=O)C1=C[C@@H](NC(=O)CC2(CC(=O)O)CCCC2)[C@@H](O)[C@H](O)C1)C(N)=O | ?
COc1ccc(S(=O)(=O)N2CCCC(Cc3noc(-c4ccccc4)n3)C2)cc1 (stereo not given) | 2%
Cc1ccc(-c2nc(CC(=O)NC3CCCC(C(F)(F)F)C3)cs2)cc1 (stereo not given) | -25%
O=C(NCCOCCn1c(=O)oc2ccccc21)Nc1cccc(Cl)c1 | -1%
COc1ccccc1C(=O)Nc1ccc2c(c1)CN(Cc1ccccc1F)C(=O)C(C)O2 (stereo not given) | ?
Cc1ccc(CN2CCN(C(=O)CCC[C@H]3NC[C@@H]4C[C@H]3CN(Cc3ccccc3)C4)CC2)cc1 | ?
O=C(/C=C/c1ccc2oc3ccccc3c2c1)c1ccccc1 | 15%
COc1cc(/C=C(/C#N)C(=O)c2ccccc2)cc(Cl)c1OC(C)C | ?
O=c1c2c(nc3cc[nH]n13)CN(S(=O)(=O)c1ccc(F)c(Cl)c1)CC2 | ?
Cc1cccc(/C=C/c2onc(C)c2S(=O)(=O)N2CCC(C(=O)N3CCCCC3)CC2)c1 | ?
Cc1ccc(N)cc1[N+](=O)[O-] | 16%
CCN(C(=O)COC(=O)c1ccc2ccccc2n1)c1ccccc1 | 4%
COc1ccc(-c2cc(N3CCC(NC(=O)c4cccc(F)c4)C3)n[nH]2)cc1 (stereo not given) | ?
CCOC(=O)C1CCN(C(c2ccc(OCC)cc2)c2c(O)cc(C)n(CCOC)c2=O)CC1 (stereo not given) | ?
Cc1cccc(N(C)C(=O)CCS(=O)(=O)c2ccc3c(c2)n(C)c(=O)c(=O)n3C)c1 | -16%
COc1ccc(-c2noc([C@@H]3CCCN3C(=O)c3ccc(C(C)(C)C)cc3)n2)cc1 | 8%
O=C(O)c1cc2sc3ccccc3c2s1 | 24%
CCn1c(=O)n(CC)c2cc(NS(=O)(=O)c3ccccc3)ccc21 | 15%
C=CCNc1nc(C(=O)OCC(=O)NCc2cccc(Cl)c2)cs1 | 8%
O=C(NCc1cccn1Cc1ccccc1)NC12CC3CC(CC(C3)C1)C2 | -4%
Cc1ccc(C(=O)COC(=O)c2cccc(NC(=O)c3ccc(Cl)cc3Cl)c2)cc1 | 0%
Later entries:
SMILES | KDM5B inh
CCOc1ccc(C(=O)C(C)OC(=O)Cn2[nH]c(=O)c3ccccc3c2=O)cc1 (stereo not given) | 8%
Cc1nn(CC(=O)O)c2nc(-c3cnn(C)c3C)cc(C(F)F)c12 | 17%
CSc1ccc(CCNC(=O)CS(=O)(=O)Cc2nc(-c3ccc(C)cc3)oc2C)cc1 | -8%
COc1ccc(C(=O)N2CCOCC3(CN(Cc4cccc(C#N)c4)C3)C2)cc1OC | 9%[86.2 µM]
COc1ccc(-c2cc(N3CCCC(NC(=O)c4ccccn4)C3)n[nH]2)cc1 (stereo not given) | -2%
Cn1cnc2cc(-c3ccc(F)cc3)cc(C(=O)NCC3CCOCC3)c21 | 35µM*
c1cncc(COc2cc3c(cn2)NCCN(Cc2ccsc2)C3)c1 | 35µM*
COc1cc(NC(=S)N2CCN(S(=O)(=O)c3ccccc3)CC2)cc(OC)c1 | 16%
Cc1occc1C(=O)N1CCC(CCC(=O)N2CCN(c3ccccc3)CC2)CC1 | 22%
COc1ccc(C(=O)N2CCC([C@H]3[C@@H](OC)C(=O)N3C(C)C)CC2)c(OC)n1 | 4%
COc1ccc(CC(=O)NCc2nc3cccnc3n2Cc2ccc(F)cc2)cc1OC | -1%
CN(C)C(=S)Cc1ccccc1 | -12%
COCCOc1ccc(C(=O)/C=C/c2ccc(O)cc2)cc1OC | -26%
COCC(=O)N[C@H]1C[C@@H](CO)N(Cc2ccc(C)o2)C1 | -9%
O=C(NC1C[C@H]2CC[C@@H](C1)N2C(=O)C1CCCC1)c1ccncc1 (stereo not given in full) | 22%
Cc1ccccc1Cn1nc(C2CCOC2)nc1C1(C(N)=O)CC1 (stereo not given) | -8%
NC(=O)c1cc(Cl)ccc1OCC(=O)N1CCC1 | 12%
CCCCCC1CCC(c2ccc(C#Cc3ccc(OC(F)F)cc3)cc2)CC1 (stereo not given) | 32%[activator]
COc1cccc(Nc2nc(N)c(C(=O)c3cc(C)c(C)cc3C)s2)c1 | ?
CN(Cc1ccccc1)c1nc(-c2cccnc2)nc2ccccc12 | 0%

Gathered by group, the entries above containing two or more sulfur atoms (four)
SMILES | KDM5B inh
Cc1ccc(-c2csc3ncnc(Sc4nnc(C5CC5)o4)c23)cc1 | -10%
O=C(O)c1cc2sc3ccccc3c2s1 | 24%
CSc1ccc(CCNC(=O)CS(=O)(=O)Cc2nc(-c3ccc(C)cc3)oc2C)cc1 | -8%
COc1cc(NC(=S)N2CCN(S(=O)(=O)c3ccccc3)CC2)cc(OC)c1 | 16%

(further entries)
SMILES | KDM5B inh
CCS(=O)(=O)N1CCCOCCNC(=O)[C@@H]2CCCC[C@@H]21 | 28%
CNc1ccc(C)cc1C(=O)N1CCN(C)C2(CCN(C)CC2)C1 | 20µM*
O=C(O)CCCNS(=O)(=O)c1ccc(Cl)c(C(F)(F)F)c1 | 24%
O=C(O)c1ccc(CSc2cc(Cl)ccc2Cl)cc1 | 6%
O=C(c1ccc(N2CC3CC(C2)[C@H]2CCCC(=O)N2C3)nc1)N1CCN(c2ccccc2)CC1 (stereo not given in full) | ?
CCc1ccccc1NC(=O)Cn1cccc1-c1nc(-c2ccccc2)no1 | -22%
COc1cccc(CN2CCCC3(CCN(S(=O)(=O)N(C)C)C3)C2=O)c1 (stereo not given) | -4%
CC(C)N1CN(c2ccccc2)C(=S)N(c2ccccc2)C1 | 70%[activator]
Cc1ccc(NC(=O)CSc2nc3ccccc3nc2N2CCOCC2)cc1 | ?
COc1cc(NC(=O)CN2C(=O)C(c3ccc(Cl)cc3)=NC23CCCCC3)cc(OC)c1 | ?
O=C(Nc1c(Cl)cccc1Cl)c1cccc2c1C(=O)N(C1CCCCC1)C2 | 5%
COC(=O)c1ccc(NC(=O)c2c(NCc3ccc(OC)c(OC)c3)sc3c2CCCC3)cc1 | ?
Cn1cnc(S(=O)(=O)N2C[C@@H](C(=O)O)[C@H](c3ccccn3)C2)c1 | 12%
Cc1ccc(C(=O)NCC2(C)CCOCC2)s1 | 17%
COCc1noc([C@@H]2CNC[C@H]2C(N)=O)n1 | 44%[activator]
COC(=O)c1ccc2nc(C[C@@H]3C[C@@H](C(C)C)[C@H](CNC4CCCCC4)C=C3C)[nH]c2c1 | ?
COc1cccc(/C=C/c2nc(C#N)c(N(C)C)o2)c1 | i
NCc1ccc(-c2nc(C3CCOC3)nn2Cc2ccccc2)cc1 (stereo not given) | -3%
COc1cc(C(=O)N(Cc2cccnc2)Cc2cc3cc(C)ccc3[nH]c2=O)cc(OC)c1OC | -21%
O=C(Nc1ccccc1Cl)c1cc(-c2cccs2)on1 | 9%

Filtered by structure: those above containing a COOH group (seven)
SMILES | KDM5B inh
COc1ccc(/C=C/C(=O)O)cc1S(=O)(=O)N1CCC(C)CC1 | 22%
C[C@@H](NC(=O)C1=C[C@@H](NC(=O)CC2(CC(=O)O)CCCC2)[C@@H](O)[C@H](O)C1)C(N)=O | ?
O=C(O)c1cc2sc3ccccc3c2s1 | 24%
Cc1nn(CC(=O)O)c2nc(-c3cnn(C)c3C)cc(C(F)F)c12 | 17%
O=C(O)CCCNS(=O)(=O)c1ccc(Cl)c(C(F)(F)F)c1 | 24%
O=C(O)c1ccc(CSc2cc(Cl)ccc2Cl)cc1 | 6%
Cn1cnc(S(=O)(=O)N2C[C@@H](C(=O)O)[C@H](c3ccccn3)C2)c1 | 12%

Other records.
SMILES | KDM5B inh
CN1c2cc(C(=O)N3CCN(c4ccc(F)cc4)CC3)ccc2C(=O)N2CCCCC21 (stereo not given) | ?
CCOc1cc(=O)n2c(c1C(=O)Nc1ccc(Br)cc1)CCCC2 | 5%
Cc1[nH]c2ccccc2c1C(c1ccc(Cl)cc1)c1c(C)[nH]c2ccccc12 | ?
Cn1c(SCc2ccc(F)cc2)nc2ccc(C(=O)NCc3ccccc3)cc21 | -20%
CN1C[C@@H](NC(=O)c2cnccn2)C[C@H]1c1nc(-c2ccc3c(c2)OCO3)no1 | -26%[86.2 µM]
Cc1cc(Cl)ccc1NC(=O)c1ccccc1-c1ccccc1 | -13%
Cc1ccc2c(=O)cc(C(=O)Nc3ccccc3C(F)(F)F)oc2c1 | 3%
CCCCCCCc1ccc(C(=O)NNC(=O)c2ccc(Br)cc2)cc1 | 29%
COc1ccccc1NC(=O)C(=O)c1cn(CC(=O)N2CCOCC2)c2ccccc12 | -7%
Cc1cccc(OCC(=O)N2[C@@H]3CC[C@H]2CC(NC(=O)c2cnc(C)cn2)C3)c1 (stereo not given in full) | -11%
Cc1cccc(CSc2nnc(CCCCCN)o2)c1 | -10%
CC(C)c1ccc(CNc2ccc(N3CCOCC3)c(C(=O)O)c2)cc1 | -29%
N#Cc1ccc(C(=O)/C=C/c2cccs2)cc1 | -20%
COc1cc(OC)c2c(O)c3c(=O)cc(C)oc3c(-c3c(OC)cc4cc5c(c(O)c4c3O)C(=O)CC(C)(O)O5)c2c1 (stereo not given) | -14%
CC(C)NC(=O)N1CCCCC1c1nnc2n1CCNC2 (stereo not given) | ?
Cc1noc([C@@H]2CN(C(=O)c3cc(C4CC4)[nH]n3)C[C@H]2C(N)=O)n1 | -43%
CC(C)Sc1n[nH]c(=O)n1-c1cccc(C(F)(F)F)c1 | 30%
CCOc1ccc(C(=O)Nc2cc(-c3ccccc3)no2)cc1 | -1%
O=C(Nc1ccc(F)cc1)[C@H](Cc1ccccc1)N1Cc2ccccc2C1=O | 4%
Cc1cccc(-c2noc(-c3ccc(NCc4ccco4)c([N+](=O)[O-])c3)n2)c1 | -26%

At a glance, some entries already given.
SMILES | KDM5B inh
COc1cc(OC)c2c(O)c3c(=O)cc(C)oc3c(-c3c(OC)cc4cc5c(c(O)c4c3O)C(=O)CC(C)(O)O5)c2c1 (stereo not given) | -14%
CC(C)NC(=O)N1CCCCC1c1nnc2n1CCNC2 (stereo not given) | ?

Bioassay records from PubChem BioAssay.
